KinaseGlo FLuc: Counterscreen for Luciferase (Kinase-Glo TM) Inhibition. Luciferin 4-monooxygenase (Photuris pensylvanica), Q27757. Kinase-Glo luciferase, ATP luminescence, 8 min. Potency, µM (series often up to 38.3 µM), for the others: top-dose activity change, negative = inhibition, usual class: inhibitors. hit rate 0.28% among 200,000. AID 1379, 2008; note: potency is the fitted concentration of half-maximal effect; % is set by controls: 0 for no effect and ±100 for the full control effect; nearly all actives have a fitted effect of over 60% in size
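Compound is pinned into ATP-containing buffer (10 uM ATP, imidazole pH 7.2, 7 mM MgCl2). Kinase-Glo luciferase reagent is then added. Light output is recorded following an 8-min room-temperature incubation.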
Lamin A splicing: qHTS Assay for Modulators of Lamin A Splicing | HeLa LMNA splicing GFP/RFP minigene ratio, 48 h | Potency, µM (series often up to 46.1 µM), for the others: at the highest dose ratio change, negative = inhibition, most hits filed as inhibitors | hit rate 0.01% among 200,000 | AID 1487, 2009; active = well fitted inhibition curve with a large enough effect in the signal ratio, with a control signal flat, not every such curve was filed as active; inconclusive = small, poorly fitted or top-dose-only effect, or effect the other way, or a change in a side signal; the % refers to the signal ratio; note: potency is the fitted concentration of half-maximal effect; % is set by controls: 0 for no effect and ±100 for the full control effect
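Read-out is the ratio of GFP to DsRed2 object intensity, acquired by 488 nm laser-scanning cytometry on HeLa lamin A-EGFP minigene reporter cells. Compound incubation 48 hrs at 37 °C in Opti-MEM with 2% FBS; DMSO 0.5% final.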
Epigenetic reg: Quantitative High-Throughput Screen for Regulators of Epigenetic Control. hit rate 0.2% among 280,000. murine LDR cells, GFP reporter derepression, 30 h. Potency, µM (doses to about 53.9 µM), for the others: top-dose GFP activation, usual class: activators; note: potency is the fitted concentration of half-maximal effect; % of control where 0% means no effect; nearly all actives have a fitted effect of over 60% in size
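Murine LDR cells carrying a silenced, genomically integrated CMV-driven GFP reporter were exposed to compound for 30 hours at 37 C. After PBS washes, GFP-positive cells (20–120 um objects) were counted by laser-scanning microplate cytometry.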
CBFb RUNX1 block: qHTS Assay for Compounds Blocking the Interaction Between CBF-beta and RUNX1 for the Treatment of Acute Myeloid Leukemia. AlphaScreen CBFb-His/RUNX1-biotin binding, biochemical. AID 1477, 2009. Potency, µM (series often up to 59.8 µM), inactives show at the top dose activity, negative = inhibition, actives largely listed as inhibitors. 230,000 tested, under 10 active; note: % of control where 0% means no effect
Target sequence (Q01196 whole entry, looked up): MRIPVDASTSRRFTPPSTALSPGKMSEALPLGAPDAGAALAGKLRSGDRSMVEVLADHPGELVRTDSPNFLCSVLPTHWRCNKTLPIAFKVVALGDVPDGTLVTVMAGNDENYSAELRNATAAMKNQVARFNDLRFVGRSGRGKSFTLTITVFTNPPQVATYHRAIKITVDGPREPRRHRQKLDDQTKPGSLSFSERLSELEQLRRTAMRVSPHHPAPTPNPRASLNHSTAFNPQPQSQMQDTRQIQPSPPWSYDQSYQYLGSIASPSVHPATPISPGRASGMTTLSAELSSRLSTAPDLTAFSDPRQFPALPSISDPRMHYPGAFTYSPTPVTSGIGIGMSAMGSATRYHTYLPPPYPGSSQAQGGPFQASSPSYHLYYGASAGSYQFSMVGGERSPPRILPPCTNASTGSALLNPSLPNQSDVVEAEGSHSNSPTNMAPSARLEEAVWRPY
Target sequence (Q13951 whole entry, looked up): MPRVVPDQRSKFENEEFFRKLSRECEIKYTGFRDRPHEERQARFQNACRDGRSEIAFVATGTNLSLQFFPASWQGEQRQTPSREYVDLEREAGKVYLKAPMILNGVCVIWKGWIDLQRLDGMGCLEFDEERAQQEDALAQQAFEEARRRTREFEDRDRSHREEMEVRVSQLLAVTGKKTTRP
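Bead-based AlphaScreen assay; binding partners His-tagged CBF-beta and biotinylated RUNX1 at 30 nM each. Compound exposure 15 min after a 20-min protein preincubation; bead step 90 min; all steps at room temperature.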
NPSR antagonist: qHTS Assay for Antagonists of the Neuropeptide S Receptor: cAMP Signal Transduction | Q6W5P4 | CHO-NPSR cells, cAMP TR-FRET, antagonist mode | Potency, µM (top dose mostly 38.3 µM), for inactives: at the highest dose activity change, negative = inhibition, most hits filed as inhibitors | hit rate 1% among 220,000 | AID 1461, 2008; note: potency is the fitted concentration of half-maximal effect; % is set by controls: 0 for no effect and ±100 for the full control effect; nearly all actives have a fitted effect of over 50% in size; many of its hits are not listed in these tables
Target sequence (Q6W5P4 whole entry, looked up): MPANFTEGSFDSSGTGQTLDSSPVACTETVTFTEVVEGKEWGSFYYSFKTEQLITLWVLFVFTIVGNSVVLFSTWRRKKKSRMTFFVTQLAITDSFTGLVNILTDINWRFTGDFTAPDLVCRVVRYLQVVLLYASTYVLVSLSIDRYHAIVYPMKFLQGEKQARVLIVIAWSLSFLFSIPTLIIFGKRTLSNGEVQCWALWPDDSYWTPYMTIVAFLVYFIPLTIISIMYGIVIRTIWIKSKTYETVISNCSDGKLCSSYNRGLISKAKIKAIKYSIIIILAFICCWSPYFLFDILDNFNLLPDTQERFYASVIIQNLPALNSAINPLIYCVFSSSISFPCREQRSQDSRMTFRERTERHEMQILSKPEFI
IMPase Li cell: qHTS Assay for Identifying the Cell-Membrane Permeable IMPase Inhibitors: Potentiation with Lithium | CHO-M1 cells, IP1 TR-FRET (IP-One), carbachol + lithium | Potency, µM (doses to about 59.4 µM), inactives show at the top dose activity, negative = IMPase inhibition, hits mostly inhibitors | hit rate 0.35% among 210,000;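 note: IP1 builds up when IMPase is blocked and the TR-FRET signal falls; potency is the fitted concentration of half-maximal effect; plate controls were basal vehicle for no effect and high inhibitor control for full effect; nearly all actives have a fitted effect of over 50% in size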
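IP1 accumulation measured by competitive TR-FRET in lysed CHO-M1 cells after 30 min compound exposure at 37C, with a small lithium addition to potentiate weak responses. Hill-equation AC50 from ratio and donor-channel data.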
HTT aggregate: qHTS Multiplex Assay to Identify Dual Action Probes in a Cell Model of Huntington: Aggregate Formation (GFP) | hit rate 1.1% among 220,000 | AID 1688, 2009 | PC12 HttQ103-GFP aggregates, Acumen cytometry, 40 h | Potency, µM (doses to about 46.1 µM), for the others: at the highest dose activity change, negative = inhibition, hits mostly inhibitors; note: potency is the fitted concentration of half-maximal effect; % is set by controls: 0 for no effect and ±100 for the full control effect; nearly all actives have a fitted effect of over 60% in size
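Aggregate formation scored by laser-scanning cytometer (488 excitation, 500–530 emission) in lysed PC12 cells expressing Q103-GFP after 100 nM tebufenozide induction; library tested in dose series, with ATPLite reagent added in the multiplex.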
* = called active by the depositor; ? = inconclusive; / = not tested or not shown; & = joins results of further samples; [ ] = remark or other dose. Unless noted, calls come from the whole dose curve; as a rule, active = well fitted curve in the direction sought with a large enough effect; inconclusive = small, poorly fitted or top-dose-only effect, or another doubt; inactive = no such curve, though single readings can be large; an effect the other way counts as inactive or inconclusive. Not all compounds are listed; count on the stated rates, not on these rows.

SMILES | KinaseGlo FLuc | Lamin A splicing | Epigenetic reg | CBFb RUNX1 block | NPSR antagonist | IMPase Li cell | HTT aggregate
Cc1cc(C)c(C#N)c(OCC(=O)c2ccc(Br)cc2)n1 | 6% | 8% | -1.2% | 14% | -12%[46.1 µM] | 15%[38.3 µM] | -9%
CCOc1ccc(CNC(=O)c2ccc(Sc3ccc(Cl)cc3)c(NC(C)=O)c2)cc1OC | 3% | ? | 4.7%&0.0% | -2% | -3%[46.1 µM] | 5% | -2%
COc1ccc(C(=O)COc2ccc3ccc(=O)oc3c2)cc1 | / | / | -0.1% | 0% | -12% | / | -5%[9.22 µM]
C/C=C/C(=O)N1c2ccccc2C(C)=CC1(C)C | -2% | / | -1.2% | -10% | -29% | 1% | 5%
CN(CC(=O)O)c1ccc(C(F)(F)F)cc1[N+](=O)[O-] | 4% | / | 1.5% | -17% | 12% | -3% | 21%[9.22 µM]
COc1cc(S(=O)(=O)NCc2cccnc2)c(OC)cc1Br | 0% | -9% | 2.1% | 2% | -5%[46.1 µM] | -9%[38.3 µM] | 10%
CC(C)=CCn1cnc2c1C(NOCc1ccccc1)=NCN2 | -1% | / | -1.1% | 23% | / | 25% | /
O=c1cc(CO)oc(CN2CCN(c3cccc(C(F)(F)F)c3)CC2)c1O | -5% | -11% | -2.0% | 2% | -4%[46.1 µM] | 29%[38.3 µM] | -27%
Cc1nc2oc3c(NCc4ccccn4)ncnc3c2c2c1COC(C)(C)C2 | 1% | -12% | 1.6% | 0% | -16%[46.1 µM] | 34%[38.3 µM] | -1%
CCOC(=O)N/N=C/c1ccc(C)o1 | -4% | 9% | -1.2% | -1% | -10%[46.1 µM] | 12%[38.3 µM] | 16%
COc1ccc([N+](=O)[O-])cc1NC(=O)CCN1CCN(c2ccccc2OC)CC1 | 1% | ? | -3.2% | -10% | 6% | 11% | 6%
CCOc1cc(/C=C2/C(=N)N3OC(C)=CC3=NC2=O)ccc1OC | / | / | -0.2% | -6% | 3% | 4% | 11%
Cc1ccc(/C=C2/NC(=O)N(Cc3ccccc3F)C2=O)o1 | 1% | -7% | ? | -6% | 13% | 0% | ?
Cc1ccccc1N/N=C1\CCCNC1=O | -8% | -3% | 0.0% | 2% | -1%[46.1 µM] | 3%[38.3 µM] | 15%
CN(CC(=O)NCCc1ccccc1)S(=O)(=O)c1ccc(Br)cc1 | -1% | -7% | 1.1% | 2% | 2%[46.1 µM] | -8%[38.3 µM] | 14%
COc1ccc2c(c1)CCc1c(C(=O)NCCN3CCOCC3)noc1-2 | 1% | -10% | 3.6% | 1% | -5%[46.1 µM] | 17%[38.3 µM] | -20%
COc1ccccc1Nc1nc(N)nc(CSc2nc(C)cc(C)n2)n1 | / | 11% | -1.0% | 1% | -16%[46.1 µM] | / | ?
COc1ccc(CCN(C)C2CC(=O)N(c3ccccc3)C2=O)cc1OC (configuration not stated) | / | / | 2.5% | 10% | 17% | / | 25%[9.22 µM]
Cc1ccc(NC(=S)NNC(=O)c2ccc(N3CCOCC3)c([N+](=O)[O-])c2)cc1Cl | 3% | ? | -1.0% | 0% | -7% | 1% | ?
COc1ccc(-c2nc(-c3ccncc3)no2)cc1OC | -15% | -8% | -2.6% | -3% | -4%[46.1 µM] | 7%[38.3 µM] | 1%
N/C(=N\OC(=O)CCC1CCCC1)c1ccccc1 | -15% | -3%[46 µM] | -5.1% | 9% | 4% | -5% | -4%
c1ccc(C2OCC3(CO2)COC(c2ccccc2)OC3)cc1 (configuration not stated) | 3% | 5%[0.0737 µM] | 5.3% | 7% | 0%[46.1 µM] | -15%[38.3 µM] | 1%
CCn1c(=O)c(C(=O)NCc2ccc(OC)c(OC)c2)c(O)c2ccccc21 | / | ? | -12% | -6% | -13%[46.1 µM] | / | ?
O=C1c2ccc(Oc3ccc4c(c3)C(=O)N(CCCCO)C4=O)cc2C(=O)N1CCCCO | 4% | 7% | -4.2% | 4% | -12%[46.1 µM] | 11%[38.3 µM] | -7%
Cc1nn(-c2ccccc2)c2ncc(C(=O)c3cc(Cl)ccc3O)cc12 | 2% | ? | 1.0% | -19% | -23% | 15% | -32%
CCCc1cc(C(=O)Cc2ccc(F)cc2)c(O)cc1O | -3% | ? | 0.0% | 3% | -7%[46.1 µM] | -8%[38.3 µM] | -16%
Cc1ccc(NC(=O)Nc2cc(-c3ccccc3)nn2C)cc1Cl | / | / | 0.0% | 6% | -12% | / | 0%[9.22 µM]
Cn1cccc1/C=N/NC(=O)c1ccccn1 | / | / | 1.1% | 5% | -1% | / | 10%[9.22 µM]
O=C(CSc1nc2cc(Cl)ccc2s1)c1cc2ccccc2o1 | -6% | 9% | 1.9% | -25% | -19%[46.1 µM] | 25%[38.3 µM] | -1%
CCCN(CCC)C(=O)COc1cc(=O)n(CC)c2ccccc12 | 3% | ? | 0.0% | 7% | -6% | 8% | 0%
FC(F)(F)c1cc(-c2cccs2)nc2cc(-c3ccccc3)nn12 | -1% | -18% | 0.0% | -2% | -12% | -7% | 7%
Cc1ccc(N2CSC3=C(C#N)C(c4cccs4)CC(=O)N3C2)cc1 (configuration not stated) | 1% | -1% | -1.0% | -13% | -1%[46.1 µM] | -29%[38.3 µM] | -8%
Nc1ncnc(Oc2cccc3cccnc23)c1[N+](=O)[O-] | 4% | -16%[46 µM] | ? | -5% | 14% | -2% | -17%
Cc1ccc(C(=O)NCCNC(=O)c2ccccc2)cc1 | -1% | ? | -2.2% | 5% | 10% | 2% | 7%
Cc1onc(-c2ccccc2Cl)c1C(=O)NC(=S)Nc1ccccc1F | 1% | / | -1.3% | 7% | -47% | -1% | -6%[9.22 µM]
O=S(=O)(N/N=C/c1cn(Cc2ccccc2)c2ccccc12)c1ccccc1 | -4% | ? | -1.2% | -23% | ? | 9%[38.3 µM] | ?

Looked up above:
Reading of Cc1nc2oc3c(NCc4ccccn4)ncnc3c2c2c1COC(C)(C)C2 in HTT aggregate: -1%
Reading of CN(CC(=O)O)c1ccc(C(F)(F)F)cc1[N+](=O)[O-] in NPSR antagonist: 12%

Next part:
SMILES | KinaseGlo FLuc | Lamin A splicing | Epigenetic reg | CBFb RUNX1 block | NPSR antagonist | IMPase Li cell | HTT aggregate
CCC/C=C(\CCC)C(NC(=O)Cc1ccccc1)c1ccc(C(=O)OC)cc1 (configuration not stated) | -3%&-2% | -5% | -2.9%&2.7% | -7%[2.36 µM] | -19% | 15%&7% | 23%
Cc1c(-c2ccccc2)nc2ccccc2c1C(=O)O | 3% | 3% | -1.1% | 7% | -1%[46.1 µM] | -8%[38.3 µM] | -21%
CCOC(=O)CN1C(=O)S/C(=C/C=C/c2ccc(N(C)C)cc2)C1=O | -5% | -13% | 0.0% | -22% | -23% | 3% | ?
CC(=O)Nc1ccc(Nc2ccc3nonc3c2[N+](=O)[O-])cc1 | 1% | ? | 6.7% | -18% | -10% | 13% | 8%
N#Cc1c(-c2ccccc2)c(-c2ccccc2)n(Cc2ccco2)c1NC(=O)c1cccs1 | / | -5% | -1.0% | -18% | ? | / | -1%
Cc1csc(SCC(=O)N2CCN(S(=O)(=O)c3ccccc3)CC2)n1 | -1% | 12% | -0.7% | 1% | -17%[46.1 µM] | -13%[38.3 µM] | -2%
O=[N+]([O-])c1ccccc1Nc1ccc(O)cc1 | -3% | -23%[46 µM] | 0.2% | ? | -4% | 11% | -17%
COc1ccc2nc3oc(C(=O)N4CCCCC4)cc3cc2c1 | 1% | -7% | -0.8% | 1% | -3%[46.1 µM] | 1% | 1%
CCOc1ccc(NC(=S)NNC(=O)c2cc(Br)ccc2Cl)cc1 | 0% | / | ? | -25% | 2% | 2% | ?
O=C(Nc1ccc2c(c1)CCC2)c1cc(S(=O)(=O)Nc2ccc(F)cc2)c(Cl)cc1Cl | -1% | ? | 0.0% | -5% | ? | -3% | 10%
Cc1cccc(NC(=O)c2cc([N+](=O)[O-])ccc2NCC2CCCO2)n1 (configuration not stated) | 4% | -28%[46 µM] | -0.2% | -4% | -20% | 8% | -16%
COc1ccc(Nc2cc(C(=O)NCCCN3CCN(C)CC3)c3ccccc3n2)cc1 | -3% | -1% | 0.8% | 4% | -14%[46.1 µM] | 7%[38.3 µM] | -5%
O=C(Cn1cnc2c(nnn2Cc2ccc(F)cc2)c1=O)NCc1ccc(F)cc1 | 1% | ? | 3.7% | 6% | 4% | 3% | 15%
N=c1c2ccccc2nnn1-c1cccc(C(F)(F)F)c1 | 3% | / | -5.1% | -14% | 3% | -3% | 0%[9.22 µM]
CC1(C)CC(=O)C2=C(C1)Nc1cc3c(cc1C2c1ccc(F)cc1)OCO3 (configuration not stated) | 3% | 5% | -3.1% | 0% | -28%[46.1 µM] | -19%[38.3 µM] | ?
Cc1cc(O)c(C(C)C)cc1NC(=O)c1ccc(Cl)cc1 | -1% | ? | 0.0% | 1% | -6%[46.1 µM] | 2%[38.3 µM] | -13%
CSc1cccc(NC(=O)OC2CCCCCCCCCCC2)c1 | -4%[7.66 µM] | / | -1.9% | 16% | -23% | 1% | -19%[9.22 µM]
COc1ccc(OC)c(S(=O)(=O)Nc2ccc(C)c(C)c2)c1 | 17% | -3% | -0.3% | 1% | ? | 7%[38.3 µM] | -25%
Cc1ccc(N2CCN(C(=O)c3cccc([N+](=O)[O-])c3)CC2)cc1Cl | -3% | -26%[46 µM] | 0.1% | -16% | -20% | 10% | -25%
C/C=C/c1ccc(OCC(=O)OCc2csc(Nc3ccc(C)cc3)n2)c(OC)c1 | 6% | ? | 0.0% | -5% | 6% | -1% | 11%
COc1ccc(/C=C/C(=O)OC2CCCN(C)C2)cc1 (configuration not stated) | -1% | / | -0.3% | 3% | 1% | 11% | ?
COc1ccc(-c2cc(C(F)(F)F)n3nc(C(=O)O)nc3n2)cc1 | -2% | -7% | 0.0% | 8% | -3%[46.1 µM] | 15%[38.3 µM] | -7%
CCCCc1cc(=O)oc2c(C)c(OCc3nn[nH]n3)ccc12 | / | / | -1.0% | -1% | 1% | / | 23%[9.22 µM]
COc1ccc(CC(=O)O/N=C(\N)Cc2ccc([N+](=O)[O-])cc2)cc1 | / | / | 0.0% | 3% | 7% | / | -16%[9.22 µM]
